Screening data as filed in PubChem BioAssay.
Dynein cargo inh: blocks dynein driven cargo transport along microtubules. 3617.4 mouse cells, GR-EGFP nuclear translocation imaging; test concentration mostly 20 µM; stimulated with dexamethasone, 1 µM; stronger effect = lower value. z-score, hits read low. 220,000 compounds, 0.47% hits. AID 1381;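 active = plate z-score of nuclear minus cytoplasmic receptor signal below a set negative limit, without overly bright fluorescence or cell loss, cut at about -3.5 in these data, passing the limit was not always enough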;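 also: z-score of nuclear minus cytoplasmic ring GR-EGFP intensity difference per well; some compounds called inactive have numbers as strong as hits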
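Buffer or medium: tet-free, stripped-serum medium; Also added: dexamethasone, 1.0 µM final; Technique: high-content fluorescence imaging after fixation; Times: 48 h induction, 1 h compound, 30 min dex at 37 °C; Read-out: per-cell GR-EGFP intensity, nucleus versus surrounding cytoplasmic ring, well-averaged.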
Yfh1-depleted yeast: mitochondrial function rescue without frataxin homolog – Friedreich's ataxia, plus single-dose screen, dose response (AID 1465); S. cerevisiae Yfh1-off respiration, WST-1 reduction, 72 h; higher fold induction means a stronger effect; fold induction at 50 µM; hits with a dose series show EC50 in µM; 220,000 compounds, 0.074% hits;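 active = fold induction of absorbance versus untreated yeast above a set limit, then at least 30% activation at any dose in follow-up; inconclusive = repeats straddling the limit, or above it without dose testing; inactive = fold induction below the set limit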;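 also: activators that raise dye reduction in frataxin-depleted yeast; strong numbers were not always called active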
HEK293 NOD2/NF-kB: inhibition of NOD2-driven NF-kB reporter – cell-based, luminescence, uHTS, HEK293 (AID 1566); inhibition, % at 4 µM, or EC50 in µM where a hit was titrated; HEK293 NOD2/NF-kB luciferase reporter, luminescence; higher % means a stronger effect; 290,000 compounds, 0.63% hits; in the data active = inhibition above about 50%; also: many of its hits are not listed in these tables
Ins promoter up: MIN6 insulin promoter up-regulation; MIN6 insulin promoter-GFP reporter, high-content imaging; stronger effect = higher value; z-score at 5 µM; 190,000 compounds, 0.3% hits; AID 1625;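 active = z-score above 3 at 5 µM with at least 500 cells counted in the well; inconclusive = wells under 500 cells, flagged as cytotoxic or low count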
b-catenin transl: beta-catenin nuclear translocation modulation; HeLa beta-catenin nuclear translocation, immunofluorescence imaging; nuclear translocation activity, % at 5 µM; 190,000 compounds, 0.3% hits; AID 1665;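 active = nuclear translocation activity above 50% at 5 µM, with a well cell count of 50 or more; inconclusive = wells under 50 cells across six images, flagged as toxic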;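 also: per-cell ratio of nuclear to cytoplasmic median beta-catenin stain intensity; plate controls were DMSO negative control for no effect and GSK-3 inhibitor IX positive control for full effect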
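assay system = human HeLa cells, endogenous beta-catenin | times = compound treatment 24 h, 37°C, 5% CO2 | detection = Anti-beta-catenin immunofluorescence on PFA-fixed, Triton-permeabilized cells, DAPI nuclei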
Autophagy mod: autophagy modulation, high-content screen. MEF GFP-LC3 puncta imaging; test concentration mostly 10 µM. calls only at 10 µM (by protocol). 190,000 compounds, 0.98% hits;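 active = percentage of spot-positive cells more than 3 SD above its plate mean, without a fluorescence outlier flag or 80% toxicity; inconclusive = no clear call, values can overlap the other calls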;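 also: spot-positive cell cutoff set from DMSO-treated cells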
MT stabilizer: microtubule stabilizers in HeLa cells. HeLa tubulin immunostaining HCS, 24 h; share of cells brighter than vehicle mean+2SD. % tubulin-high responders, % at 10 µM. 200,000 compounds, 0.83% hits. AID 2205;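 active = plate Z-score above 3 for both tubulin-high and condensed-nucleus cell shares, with cell loss under 80%, at 10 µM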;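 also: anti alpha tubulin signal scored within the nucleus-defined area of each cell; some results filed as inactive read as strong as hits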
P. falciparum M17LAP: P. falciparum M17LAP inhibitors, primary screen, biochemical, fluorogenic H-Leu-NHMec substrate, 1536-well (AID 1619); recombinant M17LAP, H-Leu-NHMec fluorogenic kinetic assay; higher % means a stronger effect; inhibition, % at 30 µM, or IC50 in µM where a hit was titrated; 220,000 compounds, 0.38% hits;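 active = compound inhibiting the enzyme by more than half at any dose during confirmatory dose-response retesting; inconclusive = strong single-dose inhibitors picked by rank but not retested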;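 also: plate controls were full reaction with DMSO carrier for no effect and no enzyme background for full effect; strong numbers were not always called active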
NOD1 NF-kB reporter: inhibition of NOD1-driven NF-kB reporter – cell-based, luminescence, uHTS, primary screen (AID 1578); NOD1-driven NF-kB luciferase reporter cells, luminescence; higher % means a stronger effect; 290,000 compounds, 1% hits; inhibition, % at 4 µM, or EC50 in µM where a hit was titrated; in the data active = inhibition mostly above about 36%, no sharp cut-off; inactive = mostly below about 34%;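 also: HEK-293T reporter cells stimulated with the NOD1 agonist gamma-tri-DAP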
Dynein cargo inh cytoplasmic EGFP: second read-out of Dynein cargo inh, no call of its own (marks repeat the call); z-score; measured here: cytoplasmic GR-EGFP intensity; stronger effect = higher value
Dynein cargo inh nuclear GR-EGFP: further read-out of Dynein cargo inh, marked with its call; z-score; measured here: nuclear GR-EGFP intensity;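 lower value marks the stronger effect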
Dynein cargo inh cell count: second read-out of Dynein cargo inh, no call of its own (marks repeat the call); z-score; measured here: cell count per field
Ins promoter up cell count: recorded beside Ins promoter up, whose call it bears; cell count; measured here: cytotoxicity, nuclei count;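 total cells summed across four imaged fields per well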
b-catenin transl cell count 5 µM: further read-out of b-catenin transl, marked with its call; cell count; measured here: cell count, cytotoxicity flag
MT stabilizer Hoechst-high %: also measured in MT stabilizer; calls as there; % Hoechst-high responders; measured here: nuclear condensation Hoechst responders;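 share of cells brighter than vehicle mean plus two SD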
MT stabilizer cytotoxicity %: further read-out of MT stabilizer, marked with its call; toxicity, %; measured here: cytotoxicity by cell density;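 0% = mean cell density of plate MIN control wells and 100% = no cells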
Autophagy mod cell loss 18 h: second read-out of Autophagy mod, no call of its own (marks repeat the call); toxicity, %; measured here: cell loss, nuclei count;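 cell loss after 18 h compound exposure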
* marks the source's active call; other numbers are inactive results; i = inactive; u = inconclusive; x = not tested or not shown. These rows are one share of the data (hit frequency here may not be typical).

SMILES	Dynein cargo inh	Dynein cargo inh cytoplasmic EGFP	Dynein cargo inh nuclear GR-EGFP	Dynein cargo inh cell count	Yfh1-depleted yeast	HEK293 NOD2/NF-kB	Ins promoter up	Ins promoter up cell count	b-catenin transl	b-catenin transl cell count 5 µM	Autophagy mod	Autophagy mod cell loss 18 h	MT stabilizer	MT stabilizer Hoechst-high %	MT stabilizer cytotoxicity %	P. falciparum M17LAP	NOD1 NF-kB reporter
CC(C)C(=O)Nc1ccccc1Cc1ccccc1	0.55	-0.2	1.2	-2.1	i	-1%	-0.77	1180	0.1	987	i	-2	0.9	0.9	4.0	-3%	-40%
N#CCN1CCC2(O)CCCCC2C1c1ccc2c(c1)OCO2 (stereo not given)	0.12	-0.29	-0.24	0.19	i	18%	-2.3	1060	-1.0	1296	x	x	x	x	x	1%	5%
CC1(c2ccccc2)NC(=O)N(CC(=O)Nc2cc(S(=O)(=O)N3CCOCC3)ccc2Cl)C1=O (stereo not given)	0.18	-0.18	-0.3	0.64	i	3%	0.31	1668	-2.0	1145	i	-6	2.7	2.9	9.1	7%	-8%
CN1CCN(NC(=O)CN2C(=O)/C(=C/c3ccccc3F)SC2=S)CC1	-1.4	-0.21	-0.61	1.9	i	16%	-0.33	1435	-3.1	1186	i	5	4.9	3.0	7.7	27%	-3%
CCOC(=O)c1oc2cccc(O)c2c1CN1CCOCC1	1.9	-0.11	1.1	-1.9	i	-6%	x	x	-1.4	943	i	-8	4.9	4.4	11	16%	-26%
COc1ccc2[nH]cc(CCNS(=O)(=O)Cc3ccccc3)c2c1	-0.66	-0.23	0.11	0.59	i	5%	1	1482	1.6	951	i	0	2.2	2.5	5.7	x	-17%
Cc1sc2nc(SCC(=O)N(C)C)[nH]c(=O)c2c1C	-0.7	-0.23	-0.041	-0.42	i	-24%	0.06	1321	0.1	1057	i	4	3.9	2.9	0.4	23%	-35%
CCOC(=O)N1CCC(N(CCN(C)C)C(=S)Nc2cc(C)ccc2C)CC1	0.89	-0.19	0.65	-1.4	i	11%	0.21	1447	0.0	1094	i	15	4.6	1.7	0.8	1%	-45%
COc1ccc(CN2CCN(S(=O)(=O)c3ccc(NC(C)=O)cc3)CC2)c(OC)c1OC	-0.33	-0.21	0.34	-0.26	i	-18%	-0.34	1378	0.0	936	i	0	2.8	2.5	5.7	-1%	11%
Cc1ccc(Oc2cc([N+](=O)[O-])cc3c2C(=O)Nc2ccccc2O3)cc1	-1.8	1.8	-0.57	0.47	i	27%	0.43	1312	-0.2	1104	i	14	6.1	1.6	2.2	7%	29%
CC(=O)c1cccc(NC(=S)NCCC2=CCCCC2)c1	x	x	x	x	i	8%	u	x	-2.4	1242	i	3	0.9	1.3	11	-3%	11%
Cc1cc(OCC(O)CNC(C)(C)C)ccc1Cl (stereo not given)	-0.071	-0.15	-0.49	-0.9	i	-10%	0.15	1225	0.1	1171	i	-1	3.3	2.8	6.0	0%	-28%
Cn1c(N2CCN(C(=O)C34CC5CC(CC(C5)C3)C4)CC2)nc2ccccc21	x	x	x	x	x	0%	0	1361	-7.0	1237	x	x	x	x	x	x	-10%
COC(=O)c1ccc(COc2ncnc3sccc23)cc1	0.15	-0.19	0.59	0.11	i	4%	0.13	1390	-0.1	1079	i	-4	3.6	2.8	4.4	5%	-43%
CC1(C)CC(=O)C=C(NCCc2c[nH]c3ccccc23)C1	-0.098	-0.2	-0.027	-0.19	i	11%	0.04	1494	-2.0	1155	x	x	x	x	x	4%	-4%
O=C(C1CC1)N1N=C2CCCCC2C1(O)C(F)(F)F (stereo not given)	-0.66	-0.29	-0.39	0.72	i	9%	-0.17	1267	-0.1	1117	i	15	2.7	2.3	3.3	-2%	-33%
Cc1ccc(-c2cc(C(=O)NCC3CCCO3)c3ccccc3n2)cc1C (stereo not given)	-0.085	-0.21	-0.62	0.24	i	6%	-0.66	1378	-1.3	1111	i	-13	3.2	3.0	8.1	28%	-29%
O=[N+]([O-])c1cccnc1N1CCN(c2ccc(F)cc2)CC1	-0.32	-0.2	-0.76	0.046	i	-11%	-0.08	1217	0.1	1114	i	-10	2.2	1.3	1.0	6%	-52%
Cc1onc(-c2ccccc2Cl)c1C(=O)Nc1cccnc1	1.9	-0.25	0.95	-0.59	i	-20%	x	x	-0.4	1046	i	1	5.0	3.1	4.3	-10%	16%
Cc1ccccc1N=C1NC(=O)CS1	-0.12	0.16	-0.19	0.66	i	0%	0.12	974	3.0	1171	i	-4	1.3	1.2	6.5	5%	-9%
COc1ccccc1NS(=O)(=O)CC12CCC(CC1=O)C2(C)C (stereo not given)	0.12	-0.22	0.23	0.15	i	8%	0.28	967	x	x	i	37	2.2	1.5	7.6	6%	14%
COc1cccc2[nH]c3c(N4CCc5ccccc5C4)ncnc3c12	0.47	-0.19	0.55	0.039	i	19%	-0.27	1071	2.2	1159	x	x	x	x	x	4%	-4%
Cc1ccc(OCC(=O)Nc2ccc(F)cc2)cc1C	-0.84	-0.26	-0.39	0.4	i	-16%	0.23	1243	-3.0	1180	i	-8	2.0	2.1	4.1	9%	-38%
COc1ccc(-c2nnc3ccc(SCC(=O)N4CCCC4)nn23)cc1	0.43	-0.082	0.31	-0.39	i	-12%	-0.59	1651	0.6	1093	i	9	2.4	3.7	6.5	-2%	-4%
O=C(NCc1ccccc1)c1ccc(=O)[nH]n1	0.046	-0.16	0.31	-0.39	i	-6%	-1	1006	-1.3	1102	i	14	1.9	1.6	3.9	0%	-19%
CN(Cc1cc(=O)n2ccsc2n1)c1ccccc1	0.2	0.027	0.27	-1.4	i	12%	x	x	0.8	854	i	-9	6.4	1.5	12	-2%	22%
COc1ccc(-n2c(=O)c3ccccc3n(CC(=O)NCc3ccco3)c2=O)cc1	-0.5	-0.36	-0.38	-0.32	i	21%	0.54	1286	-1.8	1127	i	0	3.8	2.8	8.8	1%	-11%
CC(C)OC(=O)CC(=O)CSc1nc2c(cc1C#N)CCCCCC2	-0.53	-0.28	-0.12	0.1	i	3%	0.4	867	-1.3	1217	i	8	1.6	1.5	4.3	-11%	-24%
O=C(CCCC(=O)N(c1ccc2c(c1)OCCO2)C(C(=O)NC1CCCCC1)c1ccc(F)cc1)Nc1ccccn1 (stereo not given)	-0.13	0.0085	-0.37	0.5	i	12%	x	x	x	x	i	1	2.2	1.0	6.9	10%	21%
CC(C)(C)n1nnnc1C(c1cccs1)N(Cc1cccnc1)CC1CCCO1 (stereo not given)	0.31	-0.35	0.4	0.42	i	-1%	-0.48	979	-1.8	949	i	3	3.2	2.0	0.7	10%	-22%
COc1ccccc1N1CCN(c2cc(=O)n(-c3ccccc3Cl)c(=O)[nH]2)CC1	-0.5	-0.21	-0.23	0.51	i	-2%	0.57	1070	-5.6	971	i	-12	1.6	1.9	6.5	-3%	-24%
COc1ccc(OCC(=O)NNC(=O)Cc2coc3cc(OC)ccc23)cc1	-0.01	-0.011	-0.041	0.42	i	-6%	0.27	1561	-0.7	1043	i	-2	6.1	1.8	7.8	7%	-18%
CC(OC(=O)c1ccncc1)C(=O)NC1CCCC1 (stereo not given)	0.36	-0.15	0.23	0.092	i	6%	x	x	-1.4	566	i	20	1.8	1.5	7.3	-1%	-32%
NC(=O)C1(N2CCCCC2)CCN(CC(=O)Nc2ccccc2-c2ccccc2)CC1	0.005	-0.26	0.11	0.58	i	-2%	-0.1	1336	0.3	1115	i	-2	3.9	2.0	2.1	3%	-11%
CNc1ncc(C(=O)c2ccc(Cl)c(Cl)c2)s1	1.6	-0.17	-0.15	-1.6	i	-40%	x	x	x	x	i	16	3.6	1.6	4.6	10%	-8%
Cc1cc(/C=N/NC(=O)C(O)(c2ccccc2)c2ccccc2)c(C)n1-c1cccc(C(=O)O)c1	-0.23	1.6	-0.047	-0.17	i	6%	1.1	1373	-0.9	1393	x	x	x	x	x	13%	3%
Cc1nn(-c2ccc(F)cc2)c(C)c1NS(=O)(=O)c1ccc2ccccc2c1	-0.95	-0.23	-1	0.052	i	11%	-0.6	1544	-0.7	1359	i	2	26*	17*	21*	-7%	25%

Single records, from the list above. Order of values: Dynein cargo inh, Dynein cargo inh cytoplasmic EGFP, Dynein cargo inh nuclear GR-EGFP, Dynein cargo inh cell count, Yfh1-depleted yeast, HEK293 NOD2/NF-kB, Ins promoter up, Ins promoter up cell count, b-catenin transl, b-catenin transl cell count 5 µM, Autophagy mod, Autophagy mod cell loss 18 h, MT stabilizer, MT stabilizer Hoechst-high %, MT stabilizer cytotoxicity %, P. falciparum M17LAP, NOD1 NF-kB reporter
O=C(CCCC(=O)N(c1ccc2c(c1)OCCO2)C(C(=O)NC1CCCCC1)c1ccc(F)cc1)Nc1ccccn1 (stereo not given) as listed: -0.13, 0.0085, -0.37, 0.5, i, 12%, x, x, x, x, i, 1, 2.2, 1.0, 6.9, 10%, 21%
COc1ccc(-c2nnc3ccc(SCC(=O)N4CCCC4)nn23)cc1 as listed: 0.43, -0.082, 0.31, -0.39, i, -12%, -0.59, 1651, 0.6, 1093, i, 9, 2.4, 3.7, 6.5, -2%, -4%
CC(OC(=O)c1ccncc1)C(=O)NC1CCCC1 (stereo not given) as listed: 0.36, -0.15, 0.23, 0.092, i, 6%, x, x, -1.4, 566, i, 20, 1.8, 1.5, 7.3, -1%, -32%
